M4 ag – agonists of human muscarinic M4 receptor (CHRM4); P08173; CHO-K1 hM4/Gqi5, Fluo-8 calcium fluorescence; vehicle 0%, full acetylcholine response 100%; activation, % at 3 µM; 360,000 compounds, 0.14% hits; AID 624127;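 active means activation above the run mean over all test wells plus 3 SD, cut at about 32% in these data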;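 further: peak over basal fluorescence ratio per well then scaled between controls; 0% = DMSO wells and 100% = acetylcholine at EC100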
Target sequence (P08173 whole entry, looked up): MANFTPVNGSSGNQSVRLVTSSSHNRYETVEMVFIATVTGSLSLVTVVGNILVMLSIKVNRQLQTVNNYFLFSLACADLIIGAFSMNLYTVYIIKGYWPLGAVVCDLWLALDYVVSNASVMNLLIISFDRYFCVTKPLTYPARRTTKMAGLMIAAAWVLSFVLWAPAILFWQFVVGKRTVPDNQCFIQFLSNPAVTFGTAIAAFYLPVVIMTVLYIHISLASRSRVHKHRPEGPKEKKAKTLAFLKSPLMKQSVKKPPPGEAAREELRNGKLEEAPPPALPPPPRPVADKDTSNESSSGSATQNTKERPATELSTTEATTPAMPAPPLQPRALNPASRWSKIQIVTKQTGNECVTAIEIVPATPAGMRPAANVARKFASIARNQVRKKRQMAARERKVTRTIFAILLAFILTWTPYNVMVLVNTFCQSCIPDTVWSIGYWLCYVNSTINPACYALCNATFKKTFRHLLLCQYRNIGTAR
CHRM5 agonist – agonists of human muscarinic M5 receptor (CHRM5); P08912; activation, % at 3 µM; 360,000 compounds, 0.19% hits; CHO-K1 hM5 cells, Fluo-8 calcium fluorescence; 0% DMSO wells, 100% maximal acetylcholine response;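 active means activation above the run's mean over test compounds plus 3 SD, cut at about 23% in these data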;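 further: signal is peak over basal fluorescence ratio across the kinetic read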
CHRM5 PAM – positive allosteric modulators of human muscarinic M5 receptor; P08912; CHO-K1 hM5, Fluo-8 calcium, ACh EC20 PAM; 0% = ACh EC20, 100% = ACh EC100; activation, % at 3 µM; 360,000 compounds, 0.3% hits; AID 624038;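 active means activation above the run cutoff, the mean activation of all test compounds plus 3 SD, cut at about 18% in these data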
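System: CHO-K1 cell line with stable human muscarinic M5 receptor expression | Also added: EC20 acetylcholine as agonist stimulus | Compound: One concentration, 3 µM final (nominal) | Timing: Fluo-8 loading 80 min at 37 °C plus 30 min room temperature | Measured by: Fluo-8 calcium dye fluorescence, kinetic read | Read-out basis: % activation, ACh-normalized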
M1 PAM – potentiates human M1 receptor response to acetylcholine | P11229 | CHO-K1 hM1, Fluo-8 calcium fluorescence, ACh EC20; 0% = ACh EC20, 100% = maximal ACh | AID 588819 | 360,000 compounds, 0.088% hits | activation, % at 3 µM; in the data active means activation above about 19%, passing the limit was not always enough
Target sequence (P11229 whole entry, looked up): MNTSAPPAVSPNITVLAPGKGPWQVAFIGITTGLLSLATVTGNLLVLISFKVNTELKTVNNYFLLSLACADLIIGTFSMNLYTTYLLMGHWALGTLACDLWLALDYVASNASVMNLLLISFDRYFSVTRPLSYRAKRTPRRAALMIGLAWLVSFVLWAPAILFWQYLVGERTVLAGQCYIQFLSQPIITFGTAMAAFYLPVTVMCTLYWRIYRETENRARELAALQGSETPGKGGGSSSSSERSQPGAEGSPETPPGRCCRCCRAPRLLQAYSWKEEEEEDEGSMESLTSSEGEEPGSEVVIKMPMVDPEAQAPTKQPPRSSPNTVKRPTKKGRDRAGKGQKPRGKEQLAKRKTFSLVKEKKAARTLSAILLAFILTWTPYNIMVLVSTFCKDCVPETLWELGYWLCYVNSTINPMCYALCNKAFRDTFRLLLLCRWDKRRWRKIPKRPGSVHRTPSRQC
CHRM4 antagonist – CHRM4 antagonism in calcium assay. 360,000 compounds, 0.73% hits. P08173. inhibition, % at 3 µM. CHO-hM4 cells, ACh EC80, Fluo-8 calcium fluorescence. AID 624125;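 active means inhibition above its plate's cutoff, the mean inhibition of sample wells plus 3 SD, cut at about 27% in these data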;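 further: 0% = acetylcholine EC80 with DMSO and 100% = DMSO without agonist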
CHRM4 PAM – positive allosteric modulators of human muscarinic M4 receptor; CHO-K1 hM4/Gqi5, Fluo-8 calcium fluorescence, ACh EC20; 0% = ACh EC20, 100% = maximal ACh; activation, % at 3 µM; 360,000 compounds, 0.4% hits;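 active means activation above its plate's cutoff, the mean activation of sample wells plus 3 SD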; further: some results filed as inactive read as strong as hits
CRFR2-BP antag – antagonists of CRF-binding protein/CRF-R2 receptor complex | HEK293 CRF-R2/CRF-BP, CRF-induced calcium fluorescence | inhibition, % at 11.8 µM | 350,000 compounds, 0.59% hits;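 active means inhibition of the ligand-induced calcium signal above about 50% at the single tested concentration, limit read from the data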
CRFBP-R2 agonist – agonists of human CRF-binding protein/CRF-R2 receptor complex | HEK293 CRF-R2/CRF-BP, calcium dye fluorescence (FLIPR); percent of saturating CRF peptide response | 350,000 compounds, 0.46% hits | activation, % at 13.2 µM;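 active means activation of at least 50%, plus an integration ratio under a set limit after plate pattern correction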;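 further: plate controls were neutral control wells without compound for no effect and CRF at EC100 for full effect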
CHRM5 antagonist – blocks acetylcholine activation of human M5 receptor; P08912; CHO-hM5 cells, Fluo-8 calcium fluorescence, ACh EC80; inhibition, % at 3 µM; 360,000 compounds, 0.59% hits;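 active means inhibition above a per-plate cutoff, the mean of that plate's test compounds plus 3 SD, cut at about 27% in these data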;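 further: 0% = acetylcholine EC80 with DMSO and 100% = DMSO without agonist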
Numbers without * were called inactive; nt = not tested or not shown.

item	Compound	CHRM5 agonist	CHRM5 antagonist	CRFBP-R2 agonist	CHRM5 PAM	CHRM4 antagonist	M1 PAM	M4 ag	CHRM4 PAM	CRFR2-BP antag
1	Cc1cccc(NS(=O)(=O)c2ccc(C)c(C(=O)NCC(c3cccs3)N3CCOCC3)c2)c1 (stereo not given)	-4	-2	-1.1	-14	0	3	5	-5	6
2	COc1cc(-c2nc(S(=O)(=O)c3ccc(C)cc3)c(N3CCOCC3)o2)cc(OC)c1OC	-1	3	1.8	-5	1	12	1	7	-10
3	O=C(NC1CCCN(Cc2ccccc2F)C1)C1CCC1 (stereo not given)	-1	3	0.5	2	11	1	0	-6	13
4	O=C(CSc1nnc(-c2ccc(O)cc2)o1)Nc1ccccc1	0	21	0.7	-9	15	1	3	-1	-2
5	COc1ccc(C(c2nnnn2C2CCCCC2)N2CCN(c3ccccc3F)CC2)cc1 (stereo not given)	-2	-16	2.4	-3	2	-5	-1	1	-20
6	COc1ccc(S(=O)(=O)Nc2cccc(-n3cnnn3)c2)cc1OC	-2	-6	1.4	-1	-5	1	2	-4	-10
7	COc1ccc(NC(=O)c2cc(Br)ccc2Cl)c([N+](=O)[O-])c1	-4	-1	-3.4	-8	4	-1	-1	-8	-4
8	COc1ccccc1N1CCN(C(=O)NCc2cccc(C(F)(F)F)c2)CC1	3	4	0.8	-3	10	6	6	-12	-1
9	O=C(O)c1ccccc1NC(=O)C(c1ccccc1)c1ccccc1	-2	6	1.3	5	-1	5	0	3	9
10	CC(=O)N1c2ccc(S(=O)(=O)N3CCCC(C(=O)Nc4ccc(C)cc4)C3)cc2CC1C (stereo not given)	0	-2	nt	-7	-13	9	2	3	nt
11	COc1ccc(CCN(C(=O)c2snc(C(N)=O)c2N)C(C)C(=O)NC2CCCCC2)cc1OC (stereo not given)	-4	9	-3.9	-5	-15	1	8	-7	2
12	COc1ccc(CCNC(=O)C(C)OC(=O)c2nsc(Cl)c2Cl)cc1OC (stereo not given)	1	10	-0.7	3	9	13	1	-7	7
13	Cc1ccc2cc(C#N)c(NCCNC(=S)NCCCN(C)C)nc2c1C	-8	-1	0.2	0	1	0	2	-8	7
14	C=CCn1c(SCc2c(C(=O)OC)sc(N)c2C(=O)OC)nnc1-c1ccc(Cl)cc1	2	3	-0.6	6	3	5	4	-3	5
15	COc1ccc(NC(=O)CN(C)CC(=O)Nc2ccc3c(c2)CCC3)cc1	-5	-4	-1.5	-2	-12	5	3	6	-10
16	CCOC(=O)[C@H]1[C@H]2COc3ccc(OC)cc3[C@@H]2N2C(=O)c3ccc(Cl)cc3NC(=O)[C@@]12C	-3	4	-2.1	-2	-2	7	8	0	-5
17	COC(=O)c1c(NC(=O)CSc2nnnn2C)sc(C)c1C	-3	0	-0.7	3	-4	9	0	9	-14
18	Cc1ccc(-c2noc(-c3ccccc3F)n2)cc1	1	-1	0.1	-3	-5	2	1	3	-32
19	O=C(C1CCN(c2ccc(N3CCOCC3)nn2)CC1)N1CCc2ccccc2C1	-1	3	-0.8	1	46*	-7	1	-17	4
20	Cc1ccc(C)c(NC(=O)CN(C)S(=O)(=O)c2ccc(F)cc2)c1	0	1	-1.5	3	-8	9	0	12	-1
21	COCCCNc1ncnc2sc3c(c12)CCC(C)C3 (stereo not given)	-2	1	-0.2	-2	-4	0	-1	-5	-14
22	N#Cc1ccc(C(=O)Nc2ccn(-c3ccccc3)n2)cc1	0	1	1.4	-5	-6	-5	8	-2	-15
23	CC1CC(C)CN(C(=O)COC(=O)c2ccc3c(c2)C(=O)N(Cc2ccco2)C3=O)C1 (stereo not given)	0	15	-0.5	-10	-2	-7	6	-4	-6
24	CC1CCN(C(=O)COc2ccccc2F)CC1	0	-2	-0.7	2	10	10	0	2	7
25	Cc1ccccc1OCC(=O)NCCNC(=O)c1ccncc1	3	16	0.9	1	5	-1	0	-1	14
26	Cc1ccc(NC(=O)CCC(=O)N/N=C/c2cccnc2)cc1	-2	1	0.9	6	3	7	-1	1	-4
27	CCc1ccc(CN(C)C(=O)c2cc(S(=O)(=O)N3CCN(CC)CC3)ccc2Cl)cc1	-5	1	-1.3	-5	-13	9	4	13	3
28	CSc1nnc(N2C(=O)C(O)=C(C(=O)c3ccco3)C2c2ccccc2F)s1 (stereo not given)	3	9	23	0	11	7	13	-4	-13
29	O=C(CSc1nncn1-c1ccccc1)N1CCCC1	-3	0	1.6	1	-16	9	1	5	6
30	COC(=O)c1ccc(OCC(O)CN2CCN(CC(O)COc3ccc(C(=O)OC)cc3)CC2)cc1 (stereo not given)	-3	3	5.8	-1	6	-6	4	-10	-1
31	C[C@@H]1CN([C@H](C)CO)S(=O)(=O)c2ccc(C#Cc3ccccc3)cc2O[C@H]1CN(C)C(=O)Nc1ccc2c(c1)OCO2	-1	5	3.3	-6	2	9	5	-3	-14
32	COc1ccc(C(=O)NNC(=O)OC(C)(C)C)cc1	0	9	-0.8	6	14	7	1	7	-9
33	O=S1(=O)C=C[C@@H](COCc2ccccc2)N1Cc1ccc(Br)cc1	0	0	nt	1	-4	0	2	2	nt
34	CS(=O)(=O)N(CC(=O)N1CCCC1)c1ccc(Cl)c(Cl)c1	3	9	-2.5	6	6	12	1	9	15
35	Cc1cc(=O)n2c(n1)OC(CO)C2 (stereo not given)	1	0	4.2	-3	-4	6	2	1	-19
36	COC(=O)c1cc(OC)ccc1-c1ccc(OC)cc1	1	-7	-2.3	2	-11	13	-2	5	11
37	CCCCCCCCCCOC(=O)Cn1c(COc2ccccc2)[n+](C)c2ccccc21	-1	33*	19	-16	38*	-30	2	-19	-34
38	CN(CC(=O)Nc1ccccc1Cl)C(=O)CCSc1ccc(F)cc1	1	-1	-1.0	0	-6	-5	3	5	-1
39	CCOC(=O)c1ccc(NC(=O)c2cc(OC)c(OC)c(OC)c2Br)cc1	-4	-2	1.7	-7	-1	0	4	-5	9
40	CCCCOC(=O)c1ccc(NC(=O)c2c(Cl)ccc(Cl)c2OC)cc1	-4	1	1.4	-11	3	-12	1	1	-14
41	O=[N+]([O-])c1ccc(-c2nnc3cccc(Cl)n23)cc1	-5	8	-0.1	-1	7	-15	0	-10	-1
42	CC(=O)N(c1ccccc1)C1CCCC1	0	-1	-1.9	3	12	2	0	0	-33
43	COc1cc(OC)c2ccc(=O)oc2c1C(CCN1CCCC1)c1ccc(N(C)C)cc1 (stereo not given)	-1	-2	-1.4	8	2	4	0	1	-4
44	CC(CCC(=O)Nc1nncs1)C(=O)O (stereo not given)	1	2	-3.7	1	5	0	0	-4	2
45	CCC(C)SCc1nc2ccccc2[nH]1 (stereo not given)	0	-1	-2.7	1	4	0	1	2	20
46	CCOC(=O)C1=C(C)NC(=O)NC1c1ccc(OC)c(CN2CCOCC2)c1 (stereo not given)	-4	2	0.0	-5	5	-6	0	-5	-8
47	COc1cc(OC)cc(C(=O)Nc2ccc(N3CCOCC3)cc2N2CCOCC2)c1	2	7	-0.5	0	-13	2	2	3	4
48	COc1cccc(COC(=O)CSCC(=O)Nc2ccc(C)cc2)c1OC	2	12	-1.8	-9	-14	5	7	2	-14
49	CCOc1cc(NS(=O)(=O)c2ccc(Cl)cc2)c(OCC)cc1NC(=O)CC(C)C	-9	2	-4.1	0	-10	2	-2	-2	24
50	CCSc1nnc(NC(=O)C2CCN(C(=O)c3ccc(F)cc3)CC2)s1	2	6	1.0	0	3	2	2	4	-4
51	Cc1noc(C)c1COC(=O)c1ccc2c(c1)S(=O)(=O)c1ccccc1C2=O	-1	-5	-0.5	0	-1	0	2	2	-5
52	Cc1ccc(C)c(OCCCN2CCc3ccccc3C2)c1	-1	1	-0.9	-9	-6	-4	0	-1	5
53	Nc1nc(Cl)nc2ncn(Cc3ccccc3)c12	2	2	0.1	-2	3	1	1	-5	0
54	O=C(CNS(=O)(=O)c1ccccc1)OCC(=O)c1ccccc1Cl	-3	20	0.1	-7	-8	3	1	-2	-5
55	CCOP(=O)(c1ccccc1)C1(C#N)CCCC1 (stereo not given)	3	-4	1.7	0	11	8	1	3	-8
56	CCOc1ccc(NC(=O)c2ccc3c(=O)n4c(nc3c2)CCCCC4)cc1	-4	17	-0.8	-6	2	5	-1	-6	9
57	O=C1c2ccccc2C(=O)N1/N=C/c1ccc(O)c(O)c1	2	-3	0.6	1	4	4	1	-4	-20
58	O=C(CN1C(=O)CSC1=O)Nc1ccc(C(=O)O)cc1	1	4	-0.3	-1	2	3	0	2	22
59	O=C(CCSCc1cccc(Cl)c1)NCCc1ccc(Cl)cc1	2	-2	-1.8	-4	6	-3	0	-6	7
60	CC(Sc1nnc(-c2cccnc2)o1)C(=O)NC1CCCC1 (stereo not given)	-1	20	-0.6	-1	11	6	1	7	4

(cont.)
item	Compound	CHRM5 agonist	CHRM5 antagonist	CRFBP-R2 agonist	CHRM5 PAM	CHRM4 antagonist	M1 PAM	M4 ag	CHRM4 PAM	CRFR2-BP antag
61	COc1ccc(S(=O)(=O)N2CCOCC2)cc1NC(=O)CSc1nnc(N)s1	1	-4	1.4	3	3	10	0	3	3
62	CC(C)CCn1c(=S)[nH]c2ncccc2c1=O	-8	4	4.2	5	-1	5	0	3	3
63	COc1ccccc1NC(=O)c1cc(C(=O)Nc2ccccc2OC)n(C)n1	2	0	-3.9	1	-23	-5	3	13	4
64	CC(C)NC(=O)C(=O)NCCN1CCN(S(=O)(=O)c2ccc(Cl)cc2)CC1	1	-1	1.9	-1	1	4	1	6	7
65	CC1CCc2nc(N)c(C#N)c(-c3ccncc3)c2C1 (stereo not given)	4	1	-2.0	0	-6	9	3	6	2
66	COC(=O)COc1ccc(C2NC(=O)NC(c3ccccc3)=C2C(C)=O)cc1OC (stereo not given)	-1	6	1.2	-3	5	7	0	-6	-19
67	CC12CCC(c3n[nH]c(=S)nc31)C2(C)C (stereo not given)	-1	0	-4.3	0	-3	0	1	-2	0
68	O=C1NCCN(Cc2c(F)cccc2Cl)C1CC(=O)N1CCCCO1 (stereo not given)	2	-7	-1.7	15	-2	5	1	1	0
69	Cc1ccc(NC(=O)CCn2c(=O)c3cccn3c3ccccc32)cc1C	-4	6	-1.1	-6	-11	-9	14	-12	-2
70	O=C(CN(C(=O)c1csnn1)c1ccccc1F)NCc1ccc2c(c1)OCO2	-2	21	-0.3	-6	-1	3	3	-9	0
71	Clc1ccc2nc(N3CCN(c4ccccc4)CC3)sc2c1	-2	5	0.3	-2	-1	2	0	2	-12
72	CCN1CCN(Cc2nc3ccc([N+](=O)[O-])cc3c(=O)n2-c2ccc(OC)cc2OC)CC1	1	-14	-0.3	8	-5	0	3	4	5
73	N#CC(c1ccccc1)c1cnccn1 (stereo not given)	5	8	-0.2	-4	-4	7	1	2	0
74	O=S(=O)(Nc1ccon1)c1ccc(F)c(F)c1	-2	0	-1.4	0	0	2	1	-8	15

Screening data as filed in PubChem.
